Bioassay records: PubChem, several laboratories
RAM network inh – inhibitors of the yeast RAM network; S. cerevisiae dse1pr::URA3 reporter, 5-FOA growth OD615, 2 d; analog-sensitive cbk1-as2 kinase mutant strain; inhibition, % at 50 µM; hit rate 1.8% among 190,000; AID 868;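 active = inhibition above a set limit, 3 SD over mean compound inhibition, cut at about 8.4% in these data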;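 note: 0% = DMSO-only wells with no growth and 100% = 10 µM 1-NA-PP1 full growth; inhibition rescues growth on 5-FOA so higher OD means more RAM inhibition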
HMGR II inh – E. faecalis class II HMG-CoA reductase inhibition; purified E. faecalis HMGR, NADPH absorbance 340 nm kinetic; inhibition, % at 10 µM; hit rate 0.41% among 190,000; AID 1066;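 active = inhibition above a set limit, the median over all tested compounds plus 3 SD, cut at about 9.5% in these data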;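 note: enzyme runs in reverse so mevalonate oxidation gives rising NADPH absorbance; 0% = complete reaction with DMSO and 100% = background rate lacking mevalonate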
PPARg SRC-2 ag – PPARgamma-driven SRC-2 recruitment agonism; activation, % at 8 µM; hit rate 0.34% among 200,000; P37231; PPARgamma LBD-SRC-2 recruitment, biochemical; in the data active = activation above about 22%;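 note: 0% = vehicle and 100% = reference agonist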
L major viab – reduces viability of Leishmania major promastigotes. inhibition, % at 10 µM. AID 1063. resazurin fluorescence viability. hit rate 9% among 200,000; in the data active = inhibition above about 50%;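 note: promastigotes grown with compound for 44 hours at 28 °C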
bIAP inhibitor – intestinal alkaline phosphatase (bovine) inhibition | purified bovine IAP, CDP-star luminescence, 30 min | inhibition, % at 20 µM | 190,000 tested, under 10 active | AID 1019;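 active = over 50% inhibition of intestinal alkaline phosphatase at 20 µM in the single-dose screen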
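test system = bovine IAP enzyme | medium = DEA buffer 100 mM, pH 9.8, with MgCl2 1.0 mM, ZnCl2 0.02 mM | detection = luminescence | dosing = single compound dose of 20 µM, 2% DMSO final | incubation = 30 min reaction at room temperature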
SRC2 TRFRET art – flags TR-FRET format artefacts in PPARgamma SRC-2 recruitment agonist screen; hit rate 0.4% among 200,000; TR-FRET artefact counter-screen; active compounds read high; TR-FRET ratio at 8 µM; in the data active = TR-FRET ratio above about 2000; note: inactives centre near 1500
PPARg SRC1 recr – PPARgamma-driven SRC-1 recruitment agonism | PPARgamma-SRC-1 coactivator recruitment biochemical assay | P37231 | AID 631 | activation, % at 8 µM | hit rate 0.41% among 200,000; in the data active = activation above about 19%;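 note: 0% = DMSO and 100% = reference agonist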
ROMK primary – modulates human ROMK potassium channel activity. P48048. Tet-inducible ROMK, thallium flux fluorescence; actives lie on both sides. B-score at 10 µM. hit rate 2% among 130,000;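 active = signal ratio slope over the read window, or its plate-corrected B-score, at least 3 SD from the plate mean, either direction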;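 note: B-score of the F/F0 ratio slope over 7 to 12 s after thallium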
Target sequence (P48048 whole entry, looked up): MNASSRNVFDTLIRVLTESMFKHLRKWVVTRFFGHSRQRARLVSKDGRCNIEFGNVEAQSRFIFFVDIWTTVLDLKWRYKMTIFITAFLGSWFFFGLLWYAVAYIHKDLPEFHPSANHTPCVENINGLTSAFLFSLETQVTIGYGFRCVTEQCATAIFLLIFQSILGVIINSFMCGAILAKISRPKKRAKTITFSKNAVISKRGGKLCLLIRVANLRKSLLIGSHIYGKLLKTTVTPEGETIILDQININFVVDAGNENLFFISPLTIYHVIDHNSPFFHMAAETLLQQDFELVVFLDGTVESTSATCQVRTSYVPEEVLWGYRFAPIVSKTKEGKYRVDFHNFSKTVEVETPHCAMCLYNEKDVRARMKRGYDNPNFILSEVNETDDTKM
Redox H2O2 prof – compounds producing H2O2 with reducing agent – biochemical, NIH compound library profiling, artefact control for MLSCN library redox annotation, primary screen. activation, % at 10 µM. hit rate 0.03% among 200,000. DTT-dependent redox cycling H2O2, phenol red/HRP absorbance; 100% = 100 µM peroxide control, 0% = buffer. AID 878;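 active = activation of at least 50% relative to the plate's high and low controls in the primary single-dose screen; inactive = activation below 50%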;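 note: compound incubated with DTT at 0.8 mM final as the reducing agent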
S1P3 antagonist – blocks the human S1P3 receptor | CHO S1P3 NFAT-BLA reporter, FRET fluorescence, antagonist mode | Q99500 | inhibition, % at 4.98 µM | hit rate 0.27% among 170,000;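 active = inhibition above the plate cutoff, the mean inhibition of test wells on that plate plus 3 SD, cut at about 28% in these data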;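 note: cells challenged with S1P at its EC80 of 0.8 µM; blue over green emission ratio from cleaved BLA substrate after 4 h stimulation; 0% = S1P-stimulated wells and 100% = unstimulated DMSO-only wells; some compounds past the cut are filed as inactive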
Target sequence (Q99500 whole entry, looked up): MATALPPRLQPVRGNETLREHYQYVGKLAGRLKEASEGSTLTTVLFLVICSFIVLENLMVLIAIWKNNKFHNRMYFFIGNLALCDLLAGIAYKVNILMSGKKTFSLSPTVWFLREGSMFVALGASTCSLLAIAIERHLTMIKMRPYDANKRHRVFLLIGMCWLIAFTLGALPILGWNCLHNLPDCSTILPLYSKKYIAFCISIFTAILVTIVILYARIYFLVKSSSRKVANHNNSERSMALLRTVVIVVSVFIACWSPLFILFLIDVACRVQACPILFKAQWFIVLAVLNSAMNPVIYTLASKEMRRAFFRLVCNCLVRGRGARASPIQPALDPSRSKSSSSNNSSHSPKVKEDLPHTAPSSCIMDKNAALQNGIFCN
PPARg SRC-3 ag – agonists of human PPARgamma SRC-3 coactivator recruitment. P37231. biochemical PPARgamma/SRC-3 coactivator recruitment assay. activation, % at 8 µM. hit rate 0.26% among 200,000; in the data active = activation above about 23%;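 note: 0% = DMSO and 100% = reference agonist; some compounds past the cut are filed as inactive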
Active calls of the source: *; . = no result given.

SMILES	RAM network inh	HMGR II inh	PPARg SRC-2 ag	L major viab	bIAP inhibitor	SRC2 TRFRET art	PPARg SRC1 recr	ROMK primary	Redox H2O2 prof	S1P3 antagonist	PPARg SRC-3 ag
O=C(NCc1ccccc1)N(Cc1cc2cc3c(cc2[nH]c1=O)OCO3)CC1CCCO1 (centres undefined)	3.1	3	0	-3	16	1601	0	0.74	-1.0	10	2
CC(=O)c1cc2c(cc1NC(=O)CN1CCN(c3cccc(C(F)(F)F)c3)CC1)OCO2	5.4	0	11	-6	6	1679	1	0.015	0.6	.	6
CCOc1ccccc1NC(=O)CSc1nnc(-c2cnccn2)n1CC	0.9	-5	3	2	-2	1403	7	.	-0.2	20	5
CCOC(=O)C1=C(O)/C(=C/N(C)C)N=C1C	-0.2	-3	8	-10	8	1712	1	.	2.6	-11	2
COC(=O)c1ccncc1N	1.3	1	3	10	-13	1407	0	-0.2	0.1	-5	0
CCc1cccc(NC(=O)C(NC(=O)C2CCCCC2)C(C)C)c1 (centres undefined)	3.6	-1	6	4	6	1669	8	0.0045	0.0	-5	3
CCCCOc1ccc(C(=O)CCN2CCCCC2)cc1	-1.5	-11	1	92*	18	1482	2	.	-0.2	12	-1
COc1ccc(NC(=O)COC(=O)CNC(=O)C2CCCCC2)cc1	0.1	0	5	-5	-25	1754	0	0.068	-0.5	-18	0
CC1CN(S(=O)(=O)c2cccc(C(=O)OC/C(O)=C(\C#N)c3nc4ccccc4[nH]3)c2)CC(C)O1 (centres undefined)	4.2	-5	20	-9	-9	1706	3	0.07	-0.6	14	2
Fc1ccc(-c2nnc(SCc3cccnc3)o2)cc1	0.9	0	2	3	2	1757	3	-0.26	-0.7	4	3
Nc1c(Br)cc2oc(-c3ccccc3)nc2c1Br	2.4	-2	3	-7	29	1648	17	-0.023	0.4	-3	-5
OC1(c2ccc(Cl)cc2)CCN(Cc2nc(-c3cnccn3)no2)CC1	0.1	-1	8	-4	8	1709	11	0.18	0.6	-10	7
Oc1ccc(C=Nc2ccccc2-c2nc3ccccc3[nH]2)c(O)c1	2.9	0	9	-1	18	1473	10	.	0.5	6	5
CCOC(=O)c1c(C)nc2ccccn12	-0.8	-7	-5	-4	-2	1403	0	.	-1.9	70*	-8
COc1ccccc1OCc1n[nH]c(=S)n1Cc1ccccc1	0.1	-5	8	3	-10	1422	3	0.014	0.2	-3	2
CCOc1ccccc1NC(=O)c1cc(-c2ccncc2)nc2c(Cl)cccc12	3.5	-6	3	25	-7	1466	4	1.2	-1.3	4	1
CCOC(=O)Cn1c(=O)c2c(nc(N3CCOCC3)n2C)n(C)c1=O	1.9	-2	2	1	10	1459	4	.	-2.0	.	-1
C=CCOc1c(CNc2ccc3[nH]c(=O)[nH]c3c2)cccc1OC	3.4	-1	2	-7	-3	1652	18	-0.36	0.0	-11	6
C=CCN1C(=O)/C(=C2/Sc3ccccc3N2C)SC1=Nc1c(C)n[nH]c1C	4.0	-4	0	-5	3	1517	6	1.2	-2.1	-6	-8
CC1(CC(=O)NNC(=O)Nc2ccccc2)OCCCO1	1.8	-8	7	-6	2	1593	-3	0.48	-0.1	2	5
CCCc1cc(C(N)=O)c(NC(=O)c2cc(C)on2)s1	1.5	0	12	55*	2	1704	7	0.7	1.1	-37	-6
COc1ccc2[nH]c(=O)c(CN(C(=O)c3ccccn3)c3ccccc3)cc2c1	1.7	-5	6	100*	3	1706	1	0.042	-3.3	-57	-3
Nc1nnc(SCC(=O)NC23CC4CC(CC(C4)C2)C3)s1	0.0	-1	6	-5	16	1551	6	-0.063	-0.2	.	-2
CC1CC(C)CN(C(=O)CSc2nnc(-c3ccc(F)cc3)o2)C1 (centres undefined)	0.8	3	-2	8	4	1536	4	.	-0.8	-10	-8
CCOC(=O)c1oc2ccc(S(=O)(=O)N3CCOCC3)cc2c1C	1.7	-9	6	0	-7	1480	-5	0.87	2.2	.	-11
O=C(NCc1ccc2c(c1)OCO2)C1CC(=O)N(C2CCCCCC2)C1 (centres undefined)	-0.5	-2	0	-6	1	1487	10	-0.11	0.5	3	-3
CCCC(=O)Nc1sc(C)c(C)c1C#N	0.8	-1	-11	-2	5	1287	-7	-0.81	-0.2	-16	0
CCOC(=O)N1CCC(N2CCCC(CO)(Cc3cccc(Cl)c3)C2)CC1 (centres undefined)	0.1	0	3	87*	-2	1546	0	-1.1	-1.1	3	-1
CCCOC(=O)c1c(NC(=O)C2CCCO2)sc(C(=O)OC)c1C (centres undefined)	0.7	-1	-5	-1	5	1315	6	0.59	-0.1	-13	-4
COc1ccc(/C=N/NC(=O)C(=O)NCc2cccnc2)cc1	-0.8	-4	5	2	-8	1846	8	.	-1.3	9	3
COc1cc(C(=O)NCc2cn3ccccc3n2)cc(OC)c1OC	4.3	0	6	-5	-6	1377	2	0.75	0.7	-17	14
Cn1nnc(NC(=S)NC(=O)c2ccc(-c3ccc(Br)cc3)o2)n1	1.4	-4	13	-1	26	1697	13	0.19	4.7	-4	7
O=C1C2C3C=CC(CC3)C2C(=O)N1c1ccccc1[N+](=O)[O-] (centres undefined)	0.7	-4	6	4	6	1796	4	-0.12	-1.9	-24	2
CC(=C/c1ccccc1)/C=N/NC(=O)c1ccc2nc[nH]c2c1	0.6	-6	2	34	7	1560	0	.	0.0	3	5
O=C(/C=C/c1ccco1)NCc1ccc(F)cc1	-0.2	-5	10	-3	-5	1637	3	-0.67	8.5	-3	5
O=C(O)C1Cc2[nH]cnc2C(c2ccc(F)cc2)N1 (centres undefined)	-0.6	-7	-18	1	8	1395	-2	-0.027	-1.0	-4	-5
CC(=O)NNc1nc2ccccc2s1	0.4	0	-6	1	-18	1350	-7	.	-1.9	.	-9
CCc1cc(C)cc(OCCNC(=O)c2cncc(Br)c2)c1	-0.3	-4	11	3	9	1559	4	-0.053	0.3	.	3
COc1ccc2[nH]c(CN3CCC(CO)(CCOc4ccccc4)CC3)c(C)c2c1	0.4	1	2	88*	4	1540	0	-0.37	0.6	-2	-1
Cc1csc(NC(=O)CCC(=O)c2cccs2)n1	0.5	3	1	-7	10	1548	5	0.62	-0.2	13	1
CCOc1ccc(C(=O)Cc2ccc3oc(C(=O)O)cc3c2)c(O)c1	3.3	-10	8	-7	6	1490	-1	.	2.9	.	6
COc1ccc(C2(CNS(=O)(=O)c3ccccc3)CCOCC2)cc1	2.8	0	2	41	6	1620	4	1.3	0.0	-5	1
O=C1C(=Cc2cccn2-c2ccccc2)C(=O)c2ccccc21	4.2	-3	1	-2	10	1445	-2	-1.1	0.5	3	-1
Cc1ccc(S(=O)(=O)N2CCOCC2)cc1NC(=O)COc1ncnc2ccccc12	2.1	-2	-3	-7	-1	1584	4	.	-0.2	9	1
CCCCc1c(C)nc2ccc(C(=O)OCC)cc2c1Cl	1.1	1	-8	1	7	1489	-5	.	0.6	-4	4
O=[N+]([O-])c1cc(S(=O)(=O)N2CCCC2)ccc1O	0.1	0	-7	-3	-12	1452	11	0.29	0.0	-5	0
COc1ccc2c(Cl)c(-c3nnc4n3CCCCC4)sc2c1	-0.7	-5	3	0	-6	1575	1	-3.1	-1.9	-7	1
OCCCNc1c2c(nc3cc(-c4ccc(Cl)cc4)nn13)CCC2	1.3	-3	2	8	5	1494	-1	0.37	-0.6	20	-2
CC1CC(C)CN(c2ncnc3c2cnn3Cc2ccc(Cl)cc2)C1 (centres undefined)	2.1	0	4	9	10	1530	4	-1.3	-0.5	1	-7
Cc1cc(C(=O)OCC(=O)Nc2cc(C)on2)c2ccccc2n1	1.5	-1	11	1	21	1612	4	.	1.8	-10	-4
Cc1noc(NS(=O)(=O)c2ccc(NC(=O)CSc3ncccn3)cc2)c1C	0.8	-3	5	-6	3	1490	-6	.	-0.1	-43	-5
O=C(NCCN1CCN(C(=O)c2cc3ccccc3oc2=O)CC1)c1cc2ccccc2oc1=O	0.8	-13	-10	-1	-9	1431	-3	.	1.5	0	5
CCCCc1ccc(NC(=S)NN2CCOCC2)cc1	-0.7	-6	0	1	29	1606	11	.	-0.3	-3	3
COc1ccc2[nH]c(=O)c(C(=O)O)cc2c1	1.2	-12	3	-1	5	1502	10	-0.17	-2.1	5	2
CC(=O)c1ccc(N(C)C)cc1	0.5	1	-4	-4	15	1496	8	1.9	0.0	.	-4
Cc1c(C(=O)Cc2ccccc2)n(C)c2ccccc12	-0.5	-4	7	1	-4	1431	11	-0.63	-4.0	-16	-1
CCOc1cc(S(=O)(=O)n2ccnc2)ccc1Cl	1.9	-2	-13	19	-1	1451	-2	-0.51	-0.4	-32	-1
CCOc1ccc(CCNC(=O)C2CCN(C(=O)N(C)C)CC2)cc1OCC	2.8	-6	9	1	-1	1634	2	.	-0.8	5	7
COc1ccc(Cl)cc1NC(=O)C(=O)NC1CCCCCC1	4.4	-4	7	6	6	1485	7	0.85	0.1	.	-12
CCC(C)N1CCNCC1 (centres undefined)	0.5	-5	0	-2	0	1614	12	0.68	-0.1	-8	6

S1P3 antagonist: hit marks shown above
| Compound | RAM network inh | HMGR II inh | PPARg SRC-2 ag | bIAP inhibitor | PPARg SRC1 recr | ROMK primary | Redox H2O2 prof | S1P3 antagonist | PPARg SRC-3 ag |
| --- | --- | --- | --- | --- | --- | --- | --- | --- | --- |
| CCOC(=O)c1c(C)nc2ccccn12 | -0.8 | -7 | -5 | -2 | 0 | . | -1.9 | 70* | -8 |

(listing goes on)
SMILES	RAM network inh	HMGR II inh	PPARg SRC-2 ag	L major viab	bIAP inhibitor	SRC2 TRFRET art	PPARg SRC1 recr	ROMK primary	Redox H2O2 prof	S1P3 antagonist	PPARg SRC-3 ag
Cc1ccc2c(c1)C(c1ccccc1)N(C(=O)c1ccc(Br)o1)CC(=O)N2 (centres undefined)	2.5	1	1	95*	-6	1724	6	.	-1.4	1	-1
CCOC(=O)C1CCN(C(=S)Nc2ccccc2)CC1	0.9	-1	-7	-6	-10	1561	5	-0.64	-0.9	-1	0
CN1CCN(C(=O)c2sc(=S)n(-c3ccccc3)c2N)CC1	2.2	-4	-6	-2	3	1332	-1	0.023	-1.6	10	11
O=C(/C=C/c1ccc(Br)cc1)NCc1cccs1	0.6	-4	7	-3	-9	1649	9	.	-0.9	2	4
COc1ccc(-n2cc(CNCCCn3ccnc3)c(-c3ccccc3Cl)n2)cc1	2.4	-8	0	100*	-32	1507	11	-0.15	-1.6	-7	4
C=CCNC(=O)CN1CCC(NC(=O)c2ccco2)CC1	0.2	-2	5	2	-2	1443	-3	-0.2	-2.0	-2	4
COc1ccc(CS(=O)/C(Cl)=C(/Cl)C(=O)Nc2ccc(OC)nc2)cc1 (centres undefined)	2.8	2	9	101*	3	1591	11	.	0.3	56*	1
CSc1nc2ccc(NC(=O)c3ccc(=O)n(C)n3)cc2s1	2.3	-1	-1	0	-7	1539	9	0.49	-0.6	-14	-6

A few values from the entries so far:
Reading of O=C(/C=C/c1ccco1)NCc1ccc(F)cc1 under SRC2 TRFRET art: 1637
Reading of Nc1nnc(SCC(=O)NC23CC4CC(CC(C4)C2)C3)s1 under ROMK primary: -0.063
